From PubChem
CRFR2-BP ag: CRF-BP/CRF-R2 complex agonism; HEK293 CRF-R2/CRF-BP, calcium dye fluorescence (FLIPR); percent of saturating CRF peptide response; 0.46% of 350,000 active; activation, % at 13.2 µM;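 active = activation of at least 50%, plus an integration ratio under a set limit after plate pattern correction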;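 note: plate controls were neutral control wells without compound for no effect and CRF at EC100 for full effect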
M5 ag: CHRM5 agonism in calcium assay | P08912 | CHO-K1 hM5 cells, Fluo-8 calcium fluorescence; 0% DMSO wells, 100% maximal acetylcholine response | activation, % at 3 µM | 0.19% of 360,000 active | AID 624037;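 active = activation above the run's mean over test compounds plus 3 SD, cut at about 23% in these data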;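 note: signal is peak over basal fluorescence ratio across the kinetic read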
M4 ag: CHRM4 agonism in calcium assay; CHO-K1 hM4/Gqi5, Fluo-8 calcium fluorescence; vehicle 0%, full acetylcholine response 100%; activation, % at 3 µM; 0.14% of 360,000 active; AID 624127;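 active = activation above the run mean over all test wells plus 3 SD, cut at about 32% in these data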;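 note: peak over basal fluorescence ratio per well then scaled between controls; 0% = DMSO wells and 100% = acetylcholine at EC100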
Target sequence (P08173 whole entry, looked up): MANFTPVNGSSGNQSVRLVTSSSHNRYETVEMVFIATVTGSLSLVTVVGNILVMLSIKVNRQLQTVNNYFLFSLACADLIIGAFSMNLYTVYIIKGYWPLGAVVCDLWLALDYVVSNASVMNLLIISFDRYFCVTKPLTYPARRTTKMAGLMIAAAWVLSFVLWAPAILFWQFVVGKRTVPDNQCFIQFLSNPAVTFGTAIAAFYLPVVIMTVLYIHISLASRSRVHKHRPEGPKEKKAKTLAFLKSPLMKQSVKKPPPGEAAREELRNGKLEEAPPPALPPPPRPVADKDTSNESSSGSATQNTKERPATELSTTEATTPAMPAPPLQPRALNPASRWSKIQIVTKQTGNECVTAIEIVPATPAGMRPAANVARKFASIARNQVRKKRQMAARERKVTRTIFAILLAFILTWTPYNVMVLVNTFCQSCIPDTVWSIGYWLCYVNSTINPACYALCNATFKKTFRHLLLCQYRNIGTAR
CHRM4 PAM: CHRM4 positive allosteric modulation. P08173. CHO-K1 hM4/Gqi5, Fluo-8 calcium fluorescence, ACh EC20; 0% = ACh EC20, 100% = maximal ACh. activation, % at 3 µM. 0.4% of 360,000 active;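 active = activation above its plate's cutoff, the mean activation of sample wells plus 3 SD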; note: some results filed as inactive read as strong as hits
CHRM1 PAM: positive allosteric modulators of human M1 muscarinic receptor; AID 588819; 0.088% of 360,000 active; activation, % at 3 µM; CHO-K1 hM1, Fluo-8 calcium fluorescence, ACh EC20; 0% = ACh EC20, 100% = maximal ACh; P11229; in the data active = activation above about 19%, passing the limit was not always enough
CHRM5 PAM: potentiates acetylcholine response at human M5 receptor; P08912; CHO-K1 hM5, Fluo-8 calcium, ACh EC20 PAM; 0% = ACh EC20, 100% = ACh EC100; activation, % at 3 µM; 0.3% of 360,000 active;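 active = activation above the run cutoff, the mean activation of all test compounds plus 3 SD, cut at about 18% in these data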
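System: CHO-K1 hM5 cells. Reagent: acetylcholine, EC20 level. Compound dosing: single dose, 3 µM nominal final test concentration. Timing: Post-acetylcholine fluorescence recording 140 s. Detection: Fluo-8 calcium fluorescence. Read-out: % activation, ACh-normalized. Benchmarks: ACh EC20 and EC100 wells. Repeats: singlicate, one well per test compound.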
CHRM5 antagonist: antagonists of human muscarinic M5 receptor (CHRM5) | CHO-hM5 cells, Fluo-8 calcium fluorescence, ACh EC80 | inhibition, % at 3 µM | 0.59% of 360,000 active | AID 624040;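 active = inhibition above a per-plate cutoff, the mean of that plate's test compounds plus 3 SD, cut at about 27% in these data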;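 note: 0% = acetylcholine EC80 with DMSO and 100% = DMSO without agonist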
CRFR2-BP antag: blocks CRF-induced signaling of the CRF-BP/CRF-R2 complex; HEK293 CRF-R2/CRF-BP, CRF-induced calcium fluorescence; inhibition, % at 11.8 µM; 0.59% of 350,000 active; AID 588475;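 active = inhibition of the ligand-induced calcium signal above about 50% at the single tested concentration, limit read from the data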
CHRM4 antagonist: CHRM4 antagonism in calcium assay | CHO-hM4 cells, ACh EC80, Fluo-8 calcium fluorescence | AID 624125 | inhibition, % at 3 µM | 0.73% of 360,000 active;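 active = inhibition above its plate's cutoff, the mean inhibition of sample wells plus 3 SD, cut at about 27% in these data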;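 note: 0% = acetylcholine EC80 with DMSO and 100% = DMSO without agonist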
The depositor's hits bear a star; · = no result given.

SMILES	CRFR2-BP ag	M5 ag	M4 ag	CHRM4 PAM	CHRM1 PAM	CHRM5 PAM	CHRM5 antagonist	CRFR2-BP antag	CHRM4 antagonist
CC1CCN(c2nc3ccc(C(=O)N4CCN(Cc5ccccc5)CC4)cc3s2)CC1	-0.3	-3	6	-13	-10	-4	1	-18	11
Cc1cccc(-n2ncc3c2CCCC3NC(=O)CCc2ccncc2)c1C (stereo unspecified)	0.0	0	8	-6	-5	-6	8	5	7
O=c1[nH]c(N2CCCCC2)nc2c1CCCC2	4.8	-1	0	-2	6	-3	2	13	7
Cc1nc2sc(C(c3ccco3)N3CCC4(CC3)OCCO4)c(O)n2n1 (stereo unspecified)	-1.3	-2	2	6	4	6	-12	11	-13
CCN1CCc2nc(N)sc2C1	-0.1	-2	1	6	10	11	0	-8	-6
COc1ccccc1NC(=O)C1CCCN(S(=O)(=O)c2ccc3[nH]c(=O)ccc3c2)C1 (stereo unspecified)	-2.4	2	2	-2	2	-3	2	12	-1
CCc1nc2ccc(C(=O)NCCCN3CCCC3=O)cn2c1N(CC)CCOC	·	0	1	4	5	3	19	·	-4
Cc1ccc2cc(CN(C)S(C)(=O)=O)c(=O)[nH]c2c1	-1.0	-2	1	1	-2	0	9	-17	9
CC(Sc1nnc(-c2ccccc2)c(-c2ccccc2)n1)C(=O)NCC1CCCO1 (stereo unspecified)	-5.0	-4	7	-1	0	-4	17	2	-4
S=C(NCC1CCCO1)Nc1ccc(Cl)cc1 (stereo unspecified)	-2.1	-1	1	-1	2	-3	6	-4	3
CC(C)C(=O)N1CCN(c2ccccc2NC(=O)c2ccc3c(c2)OCCO3)CC1	-0.5	1	1	-1	4	-14	8	-5	13
CCc1ccc(-c2cc(C)no2)cc1S(=O)(=O)N1CCN(c2ccccc2OC)CC1	1.5	-4	2	-8	-4	-10	8	-3	6
COc1ccc(C(=O)Nc2ccc(C)cc2C(=O)c2ccccc2)c(OC)c1	11	-1	-1	2	1	6	-13	-26	3
OC(c1ccccc1)(c1nc(-c2ccc3c(c2)OCO3)cs1)C(F)(F)F (stereo unspecified)	·	-2	-1	-1	8	-7	7	·	-2
O=C1COc2ccc(C(=O)COC(=O)c3ccccn3)cc2N1	-0.5	-1	0	-7	7	-3	-2	5	1
O=C(O)C1C2C=CC(C2)C1C(=O)NCCc1ccccc1 (stereo unspecified)	0.0	-1	1	2	11	-7	12	-2	3
Cc1cc(C)c(S(=O)(=O)NCc2csc(C)n2)c(C)c1	-1.9	-2	0	-2	3	-4	15	-3	0
NC(=S)Nc1ccc(Oc2ccc(NC(N)=S)cc2)cc1	-2.5	2	1	5	13	-2	2	22	-4
CCC(C)NC(=O)CSc1nc2ccccc2c(=O)n1CCCN1CCCCC1 (stereo unspecified)	-1.3	-10	0	-1	4	9	-6	-2	-4
O=c1[nH]c(CSc2ccccn2)nc2c1cnn2-c1ccccc1	-1.1	2	7	5	6	-7	8	-1	-8
COc1cccc(-n2c(=O)c3c(C)c(C(=O)N(C)C)sc3n(CC(=O)NCCc3ccc(OC)c(OC)c3)c2=O)c1	-0.8	-2	0	-1	5	3	7	-6	-11
O=C(Cn1ncn2c(cc3sccc32)c1=O)NC1CCCC1	-1.2	-5	0	-5	19	2	-6	-6	4
CC1(C(=O)NCCC#N)CCN1C(=O)C1(c2ccccc2)CC1 (stereo unspecified)	·	0	1	6	12	1	6	·	-6
Cc1cccc(N2CCN(C(=O)c3cc(S(=O)(=O)N(C)C)ccc3N3CCCC3)CC2)c1C	2.4	-4	2	-2	-2	0	6	-10	-1
O=C(c1cccc(Oc2ccc([N+](=O)[O-])cc2)c1)N1CCOCC1	-1.0	-4	1	0	9	0	4	1	1
COc1ccc(-c2nn(-c3ccccc3)cc2CNC[C@H]2O[C@@H](n3ccc(=O)[nH]c3=O)[C@H](O)[C@@H]2O)cc1	·	2	2	1	-11	6	0	·	1
O=C(c1ccncc1)c1nccn1-c1ccccn1	0.1	2	0	-3	-4	-3	-1	-8	10
Cc1cccc(C)c1-n1c(C)nn(CC2CC2)c1=O	0.0	1	1	-3	14	1	5	-8	3
CCOC(=O)c1cc(-c2csc(Nc3ccccc3Cl)n2)on1	0.3	-7	-1	-2	-4	-5	5	13	-10
O=C(O)c1ccc(Nc2ccc([N+](=O)[O-])c3nonc23)cc1	-0.7	5	1	2	2	9	4	-11	4
CC(C)c1ccc(OCC(=O)N2CCCCCC2)c(Br)c1	1.0	0	0	-1	-7	5	-9	-13	-6
Cc1ccc2c(c1)NC(=O)C(CC(=O)NCCN(C)C)O2 (stereo unspecified)	-0.9	-6	0	0	-10	-20	16	-12	-5
O=C(NC(Cc1ccccc1)C(=O)O)c1ccco1 (stereo unspecified)	2.9	-4	1	17	11	2	-15	7	-1
CCOC(=O)c1c(N2C(=O)Nc3ccccc3N2O)sc2c1CCCC2	0.5	1	-1	0	9	8	-4	-4	1
Cc1ccc(CN2CC(N3CCN(c4ccccn4)CC3)CS2(=O)=O)cc1 (stereo unspecified)	·	1	2	-5	-6	-2	6	·	-11
CC(C)(C)c1ccc(C(=O)Nc2ccc(O)c3c(=O)cc(-c4cccc(Cl)c4)oc23)cc1	-0.3	1	3	-1	7	0	-4	1	0
CN(Cc1ccccc1F)c1cc2c(c3c1ccn3C)C1CCC2C1 (stereo unspecified)	·	2	-1	-1	17	0	4	·	-4
Cc1cc(S(=O)(=O)N(Cc2ccccc2Cl)c2ccc3c(c2)CCC3)ccc1-n1cnnn1	0.3	2	0	-6	-2	1	-8	26	-4
Cc1onc(-c2ccccc2Cl)c1C(=O)Nc1cnn(Cc2ccccc2)c1	-0.2	4	4	-2	1	-3	1	-10	-18
Cn1cc(-c2nnnn2-c2ccc(Cl)cc2)c(C(F)(F)F)n1	-0.7	-1	5	-3	-4	-4	5	-9	-2
Cc1cc(C)n2c(SCC(=O)Nc3cc(C)on3)nnc2n1	0.7	-8	0	0	9	-3	0	4	4
Cc1cc(C)c2c(CN3CCN(C)CC3)cc(=O)oc2c1	1.5	-7	0	3	6	3	-4	-12	-1
Cc1c(NC(=O)c2cc(Br)ccc2Cl)cccc1-n1cnnn1	0.6	1	1	3	8	-3	11	2	-8
CCCc1cc(=O)oc2cc(C)cc(OCC(=O)NC(Cc3c[nH]c4ccc(O)cc34)C(=O)O)c12 (stereo unspecified)	-0.5	0	1	0	-6	6	-1	-5	9
Cc1ccccc1C(=O)Nc1ccc(S(=O)(=O)Nc2onc(C)c2C)cc1	-0.6	2	0	4	11	7	0	4	1
CCC(=O)Nc1ccc(-c2ccc(NC(=O)CC)c(OC)c2)cc1OC	-0.7	-2	0	7	6	5	6	-11	-6
CCOc1ccc(OCCN2CCCCC2)cc1	-1.9	-4	0	-5	-10	-1	-6	-12	6
O=C(CSc1nnc(-c2ccc(O)cc2)n1-c1ccccc1)CC(=O)Nc1ccccc1	1.1	0	1	0	3	1	1	6	-2
COc1nc(N)nc(NC23CC4CC(CC(C4)C2)C3)n1	1.1	8	-2	-7	2	1	-6	-12	-2
Cc1cc(C)n(C(=O)CNC(=O)c2ccccc2F)n1	-0.8	-2	2	7	8	4	6	7	-7
CC(=O)N1C[C@@H](CO)[C@@H](N(C)C(=O)c2ccco2)C[C@H]1c1ccccc1	·	2	1	7	-15	-4	5	·	-3
Cc1nn(Cc2ccccc2)c(C)c1NC(=O)c1cc(-c2ccco2)on1	-1.4	1	6	4	1	-3	-2	25	-7
O=C(N/N=C/c1ccc([N+](=O)[O-])o1)c1ccccc1-n1cccc1	-0.2	-5	2	9	6	2	-3	0	-4
CCCCCCn1c(CN2CCN(C)CC2)nc2c1c(=O)n(C)c(=O)n2C	-1.4	-1	1	-5	20	4	-3	-8	4
CCOC(=O)[C@@H]1[C@H]2COc3ccc(Br)cc3[C@@H]2N2C(=O)N(c3ccc(C(F)(F)F)cc3)C(=O)[C@]12C	7.8	-4	1	-2	2	4	7	-8	5
CC(C)(O)C#Cc1ccc(C(=O)NCc2ccccc2)s1	-0.3	1	1	3	3	2	1	1	10
COc1ccc(/C=C2/C(=O)N(Cc3ccccc3)N=C2C)cc1	5.2	0	3	2	7	-2	2	-48	-7
C#CCOCCOCCOCCNc1nc(N2CCN(C(=O)[C@H](C(C)C)n3cc(CCO)nn3)CC2)nc(N2CCN(C(=O)[C@H]([C@@H](C)CC)n3cc(CCCN=C(N)N)nn3)CC2)n1	-1.8	-8	2	11	5	-1	15	9	-6
Cc1ccc(S(=O)(=O)n2nc(OC(=O)c3ccccc3C)cc2N)cc1	0.7	0	1	10	-2	-1	3	-15	-16
